ERp5 block – blocks human ERp5 reductase activity on insulin | 0.05% of 350,000 active | inhibition, % at 9.99 µM | ERp5 insulin aggregation, absorbance 650 nm, 90 min | Q15084 | AID 651711;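 active = mean replicate inhibition above about 25%, with every replicate also reaching it, limit read from the data, passing the limit was not always enough; inconclusive = only one of those two criteria met; inactive = neither criterion met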
Target sequence (Q15084 whole entry, looked up): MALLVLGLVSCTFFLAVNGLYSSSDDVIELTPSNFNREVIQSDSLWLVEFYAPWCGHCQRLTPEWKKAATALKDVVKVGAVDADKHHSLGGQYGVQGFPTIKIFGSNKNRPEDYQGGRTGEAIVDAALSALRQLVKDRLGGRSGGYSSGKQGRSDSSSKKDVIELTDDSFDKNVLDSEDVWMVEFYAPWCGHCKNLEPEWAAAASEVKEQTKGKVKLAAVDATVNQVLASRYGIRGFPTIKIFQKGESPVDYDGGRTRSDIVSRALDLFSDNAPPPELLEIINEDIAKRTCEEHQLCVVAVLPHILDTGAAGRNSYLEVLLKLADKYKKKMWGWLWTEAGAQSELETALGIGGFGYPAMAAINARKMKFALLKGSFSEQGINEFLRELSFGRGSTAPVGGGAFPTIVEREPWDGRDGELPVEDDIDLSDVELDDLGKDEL
CFTR F508del cor – correctors of CFTR F508del function in bronchial epithelial cells; CFBE cells, YFP halide quenching; stimulated with forskolin plus potentiator P3; % fluorescence drop versus neutral controls; activity (quench increase), % at 7.58 µM; 0.36% of 350,000 active;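 active = mean added fluorescence quench of at least 8% versus neutral control, with both replicates also reaching 8%; inconclusive = only one of the mean or replicate conditions met; inactive = mean below 8% and not both replicates reaching 8%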;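 note: cells transiently co-express mutant CFTR-F508del with the halide-sensitive YFP; corrector assay measuring rescue of mutant channel to the surface after 24 h compound exposure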
ARNT-TACC3 inh – disrupts binding between human ARNT and TACC3; inhibition, % at 9.99 µM; 0.66% of 390,000 active; AlphaScreen His-ARNT PAS-B/GST-TACC3 binding, luminescence; TACC3 fragment carries E629A point mutation;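 active = mean inhibition of replicates at least 50% and at least half of replicates each reaching 50%; inconclusive = half or more replicates reach 50% but mean below 50%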;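 note: 0% = complete ARNT plus TACC3 wells and 100% = ARNT alone without TACC3; many hits fall short of the cut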
EWS-Fli block – inhibitors of EWS/Fli oncoprotein transcriptional activity. inhibition, % at 12.6 µM. AID 651661. 0.67% of 350,000 active. A673 NR0B1-luciferase reporter, viability-normalised;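 active = mean inhibition of at least 50% after viability correction, with every replicate also passing that limit; inconclusive = mean reaches 50% but only one of two replicates passes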;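 note: firefly luciferase signal divided by Alamar Blue viability fluorescence both relative to DMSO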
PAX8 reporter – lowers PAX8-driven luciferase in RMG-I cells. RMG-I TPO-luciferase reporter, SteadyGlo, 24 h. inhibition, % at 12.6 µM. 1.2% of 360,000 active. AID 652154;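 active = mean replicate inhibition at least 60% with every replicate also reaching 60%; inconclusive = only one of the two criteria is met; inactive = mean below 60% and not all replicates reaching 60%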;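 note: luciferase light reporting Pax8 driven TPO promoter activity; plate controls were median of neutral control wells for no effect and mitoxantrone controls for full effect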
GSIS activator – GLuc luminescence reporter in INS-1E cells, primary screen for activators of glucose-dependent secretion of insulin. INS-1E GLuc reporter insulin secretion, 2-3 h. activation, % at 16.6 µM. 0.61% of 370,000 active. AID 743287;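 active = lowest replicate activation of at least 40%, so every replicate reaches that level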;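 note: 0% = median of neutral control wells and 100% = median of IBMX positive control wells; some compounds called inactive have numbers as strong as hits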
XiGFP reactiv – activators of X-chromosome reactivation in mouse fibroblasts; 0.055% of 360,000 active; XiGFP mouse fibroblasts, % GFP-positive cells imaging, 3 d; cells co-treated with 5-aza-dC sensitizer; scaled so ellipticine positive control = 100%; activation, % at 7.58 µM;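 active = mean normalized replicate activation at least 10% and every replicate at or above 10%; inconclusive = only one of the two criteria met; inactive = mean below 10% and not all replicates reach 10%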;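 note: 0% = median of on-plate neutral control wells and 100% = ellipticine 6 µM median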
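assay system = SV40-immortalized XiGFP fibroblast cells, line 68-5-11 | buffer or medium = DMEM plus 5-aza-dC sensitizer | doses = single-point pinned compound dosing | times = 3-day compound exposure, then 15 min fixation at room temperature | benchmarks = positive control ellipticine, 6 µM final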
DENV2 CPE – protects cells from dengue virus 2 cytopathic effect; DENV2-infected cells, cytopathic effect rescue, plate reader; CPE inhibition, % at 9.99 µM; 1.7% of 350,000 active; in the data active = CPE inhibition above about 20%, passing the limit was not always enough; inconclusive = no clear call, values can overlap the other calls; tested in BHK-21 cells;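 note: 0% = median of neutral control wells and 100% = median of positive control wells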
The depositor's hits bear a star. Compounds as they come. About 4.2% of those tested had a hit in this group.

Results for Oc1ccccc1Cc1c(O)ccc2ccccc12 ?
ERp5 block: 0; CFTR F508del cor: -0.5; ARNT-TACC3 inh: 0; EWS-Fli block: 0; PAX8 reporter: -2; GSIS activator: 24; XiGFP reactiv: 0.0

Results for CN1c2ccc(Br)cc2[C@@H]2[C@@H](CCN2S(=O)(=O)c2ccccc2F)[C@@H]1CO ?
ERp5 block: -6; CFTR F508del cor: 2.5; ARNT-TACC3 inh: -3; EWS-Fli block: 1; PAX8 reporter: 8; GSIS activator: -26; XiGFP reactiv: 0.1; DENV2 CPE: -3

Results for C[C@@H]1CN([C@@H](C)CO)S(=O)(=O)c2ccc(C#Cc3ccncc3)cc2O[C@@H]1CN(C)C(=O)C1CC1 ?
ERp5 block: -4; CFTR F508del cor: 2.6; ARNT-TACC3 inh: 5; EWS-Fli block: -21; GSIS activator: -1; XiGFP reactiv: -0.9; DENV2 CPE: inconclusive

How did O=Cc1cc(-c2ccccc2)[nH]c1-c1ccccc1 do in these assays?
ERp5 block: -3; CFTR F508del cor: -0.5; ARNT-TACC3 inh: -3; EWS-Fli block: -48; PAX8 reporter: -13; GSIS activator: -6; XiGFP reactiv: 0.0; DENV2 CPE: -1

What do the screens show for `COc1cc(F)ccc1S(=O)(=O)NCc1cccnc1`?
ERp5 block: 5; CFTR F508del cor: -1.2; ARNT-TACC3 inh: 6; EWS-Fli block: 6; PAX8 reporter: 19; GSIS activator: 3; XiGFP reactiv: 0.0; DENV2 CPE: -4

How did CC(=O)c1cccc(NC(=O)C2C3C=CC(C3)C2C(=O)O)c1 (stereo not drawn) do in these assays?
ERp5 block: 2; CFTR F508del cor: -0.1; ARNT-TACC3 inh: -1; EWS-Fli block: 6; PAX8 reporter: -4; GSIS activator: -4; XiGFP reactiv: 0.9

What do the screens show for `Cc1ccc(CNC(=O)CCc2nnc(Cc3ccc(-c4ccccc4)cc3)o2)o1`?
ERp5 block: 3; CFTR F508del cor: -0.6; EWS-Fli block: -9; PAX8 reporter: -16; GSIS activator: -3; XiGFP reactiv: 0.0; DENV2 CPE: 3

How did C[C@H]1CCCCO[C@@H](CN(C)C(=O)Nc2cccc3ccccc23)[C@@H](C)CN([C@@H](C)CO)C(=O)c2cc(NS(=O)(=O)c3cccs3)ccc2O1 do in these assays?
ERp5 block: -1; CFTR F508del cor: -0.4; ARNT-TACC3 inh: -3; EWS-Fli block: -6; PAX8 reporter: 11; GSIS activator: -2; XiGFP reactiv: 0.4; DENV2 CPE: 10

What do the screens show for `O=C(/C=C/c1ccccc1)Nc1scc(-c2ccccc2)c1C(=O)O`?
ERp5 block: 2; CFTR F508del cor: -0.9; ARNT-TACC3 inh: -1; EWS-Fli block: -78; PAX8 reporter: -58; GSIS activator: -21; XiGFP reactiv: 0.0

How did O=C(COC(=O)c1cc(=O)c2ccccc2o1)Nc1ccc2ccccc2c1 do in these assays?
ARNT-TACC3 inh: -6; PAX8 reporter: -17; GSIS activator: 21; XiGFP reactiv: 0.3

How did O=S(=O)(c1cc(C(F)(F)F)ccc1Cl)N1CCN(Cc2ccc(OCCO)cc2)CC1 do in these assays?
ERp5 block: -5; CFTR F508del cor: 4.3; ARNT-TACC3 inh: 33; EWS-Fli block: 0; PAX8 reporter: -3; DENV2 CPE: 6

Results for C/C(N)=C(/C#N)C(=O)COC(=O)c1cccc(C)c1O ?
ERp5 block: 2; CFTR F508del cor: 0.4; ARNT-TACC3 inh: -4; EWS-Fli block: -2; PAX8 reporter: -1; GSIS activator: 38; XiGFP reactiv: -0.1

Results for Cc1ccc([C@@H]2CC(=O)[C@@H]3CN(S(=O)(=O)c4ccc(C)cc4)[C@H](c4ccccc4)C[C@@H]3N2S(=O)(=O)c2ccc(Cl)cc2)cc1 ?
ERp5 block: 7; CFTR F508del cor: -3.4; EWS-Fli block: 9; PAX8 reporter: 6; GSIS activator: -32; XiGFP reactiv: 0.0; DENV2 CPE: -16

How did C[C@@H]1CN([C@H](C)CO)C(=O)c2cccc(NS(=O)(=O)c3ccc(Cl)cc3)c2O[C@@H]1CN(C)S(C)(=O)=O do in these assays?
ERp5 block: -14; CFTR F508del cor: -1.3; ARNT-TACC3 inh: -3; EWS-Fli block: -1; GSIS activator: 3; XiGFP reactiv: 0.9; DENV2 CPE: -1

How did Cc1cccc(Oc2ncnc(N)c2[N+](=O)[O-])c1 do in these assays?
ARNT-TACC3 inh: -4; PAX8 reporter: -22; GSIS activator: 15; XiGFP reactiv: -0.2

How did Cc1cc(Cl)cc(Cl)c1OCCCCN(C)C do in these assays?
ERp5 block: 2; ARNT-TACC3 inh: -1; EWS-Fli block: -6; PAX8 reporter: -3; GSIS activator: 10; XiGFP reactiv: 0.0; DENV2 CPE: 4

Results for COc1ccc(NC(=O)CSc2nc3c([nH]c4ccccc43)c(=O)n2C)cc1 ?
ERp5 block: -5; CFTR F508del cor: 0.1; ARNT-TACC3 inh: -5; EWS-Fli block: 5; PAX8 reporter: 11; GSIS activator: 3; XiGFP reactiv: 0.3; DENV2 CPE: 5

Results for CCC(C)C(NS(=O)(=O)c1ccc(C)cc1)C(=O)O (stereo not drawn) ?
ERp5 block: 6; CFTR F508del cor: 0.6; ARNT-TACC3 inh: -3; EWS-Fli block: -3; PAX8 reporter: -6; GSIS activator: 1; XiGFP reactiv: 0.0; DENV2 CPE: 6

What do the screens show for `COc1ccc(C=NNC(=O)c2ccccc2OCc2ccc(F)cc2)c(OC)c1`?
ERp5 block: -2; CFTR F508del cor: 1.8; ARNT-TACC3 inh: -5; EWS-Fli block: 7; PAX8 reporter: -3; GSIS activator: 16; XiGFP reactiv: 0.2; DENV2 CPE: 2

Results for CCN(CC)S(=O)(=O)c1ccc(Cl)c(NC(=O)c2ccncc2)c1 ?
ERp5 block: 6; CFTR F508del cor: -0.4; ARNT-TACC3 inh: -2; EWS-Fli block: 3; PAX8 reporter: -6; GSIS activator: -4; XiGFP reactiv: 0.0; DENV2 CPE: 2

Results for CC(C)OCCCNC(=O)c1ccc(CS(=O)(=O)Cc2ccccc2F)o1 ?
ERp5 block: 3; CFTR F508del cor: 0.8; ARNT-TACC3 inh: -12; EWS-Fli block: 1; GSIS activator: 15; DENV2 CPE: 7

Results for O=C(CSc1cn[nH]n1)Nc1cccc(C(F)(F)F)c1 ?
ERp5 block: -2; CFTR F508del cor: -1.8; EWS-Fli block: -7; PAX8 reporter: 5; GSIS activator: -5; XiGFP reactiv: 0.1; DENV2 CPE: 3

Results for O=C(COC(=O)/C=C/c1ccccc1Cl)NC(=O)NCc1ccccc1 ?
ERp5 block: -4; CFTR F508del cor: 8.9*; ARNT-TACC3 inh: -16; EWS-Fli block: 1; PAX8 reporter: 7; GSIS activator: 9; XiGFP reactiv: 0.3; DENV2 CPE: -2

What do the screens show for `O=C(NCc1ccccc1)c1ccc(COCC(F)(F)F)o1`?
ERp5 block: 2; CFTR F508del cor: -0.3; ARNT-TACC3 inh: -5; EWS-Fli block: 6; GSIS activator: -6; DENV2 CPE: 4

How did Cc1cccc(NC(=O)c2ccc(S(=O)(=O)N3CCCCC3C)cc2)n1 (stereo not drawn) do in these assays?
ERp5 block: -2; CFTR F508del cor: 1.0; ARNT-TACC3 inh: -3; PAX8 reporter: -36; GSIS activator: -3; XiGFP reactiv: 0.0; DENV2 CPE: -8

How did O=C(CCNS(=O)(=O)c1ccc(F)cc1)N1CCN(c2ncccn2)CC1 do in these assays?
ERp5 block: 0; CFTR F508del cor: -1.5; EWS-Fli block: 1; PAX8 reporter: 7; GSIS activator: 5; XiGFP reactiv: 0.1; DENV2 CPE: 4

Results for C[C@H]1CN([C@@H](C)CO)C(=O)c2cc(Br)cnc2O[C@@H]1CN(C)C(=O)c1ccccc1F ?
ERp5 block: -11; CFTR F508del cor: 2.4; ARNT-TACC3 inh: -12; EWS-Fli block: -1; GSIS activator: 8; XiGFP reactiv: -0.5; DENV2 CPE: 2

What do the screens show for `O=C(Nc1cc2c(cc1[N+](=O)[O-])OCCO2)c1cccnc1`?
ERp5 block: -2; CFTR F508del cor: -3.7; EWS-Fli block: -45; PAX8 reporter: -88; XiGFP reactiv: -0.1; DENV2 CPE: -11

How did CCCC(=O)Nc1ccc2c(c1)OC[C@H](C)N(C(=O)CN(C)C)C[C@@H](C)[C@H](OC)CN(C)C2=O do in these assays?
ERp5 block: 2; CFTR F508del cor: 1.6; ARNT-TACC3 inh: -3; EWS-Fli block: 0; PAX8 reporter: -5; XiGFP reactiv: -0.3; DENV2 CPE: 4

How did Clc1ccc(CNCC2CCCO2)c(Cl)c1 (stereo not drawn) do in these assays?
ERp5 block: 3; CFTR F508del cor: -0.1; EWS-Fli block: 6; PAX8 reporter: -5; XiGFP reactiv: -0.1; DENV2 CPE: 6

What do the screens show for `CCC(/C=C1\Sc2ccc(OC)cc2N1CC)=C\c1sc2ccc(OC)cc2[n+]1CCCS(=O)(=O)[O-]`?
ERp5 block: -1; CFTR F508del cor: 3.7; ARNT-TACC3 inh: 1; EWS-Fli block: 13; PAX8 reporter: 15; GSIS activator: 0; XiGFP reactiv: 0.6; DENV2 CPE: -5

What do the screens show for `O=C(CCN1CCN2CCCC2C1)N1c2ccccc2Sc2ccc(Cl)cc21` (stereo not drawn)?
ERp5 block: 2; CFTR F508del cor: -3.0; ARNT-TACC3 inh: 0; EWS-Fli block: 16; PAX8 reporter: 1; GSIS activator: 9; XiGFP reactiv: 0.0; DENV2 CPE: 3

Results for Cc1ccccc1-c1ccc([C@@H]2[C@H](CO)N3C(=O)CN(C(=O)c4ccncc4)C[C@@H]23)cc1 ?
ERp5 block: 3; CFTR F508del cor: -0.9; EWS-Fli block: -2; PAX8 reporter: 0; GSIS activator: 7; XiGFP reactiv: 0.0; DENV2 CPE: 9

What do the screens show for `Cc1cc(Br)c(NC(=O)CCl)c(Br)c1`?
ERp5 block: -12; CFTR F508del cor: 0.1; ARNT-TACC3 inh: -3; EWS-Fli block: -3; PAX8 reporter: -47; GSIS activator: -9; XiGFP reactiv: 0.8; DENV2 CPE: 9

What do the screens show for `Oc1c(C=Nc2ccccc2Cl)[nH]c2ccccc12`?
ERp5 block: 1; CFTR F508del cor: 0.8; ARNT-TACC3 inh: 0; EWS-Fli block: -30; PAX8 reporter: -106; GSIS activator: 33; XiGFP reactiv: 0.0; DENV2 CPE: 8

What do the screens show for `C(#CC1CCCC1)c1ccc2c(c1)COc1c3ccccc3nn1-2`?
ERp5 block: -7; CFTR F508del cor: -0.8; ARNT-TACC3 inh: -5; EWS-Fli block: -134; PAX8 reporter: -263; GSIS activator: -6; XiGFP reactiv: -0.1; DENV2 CPE: 7

Fetched by compound from the entries so far:
What do the screens show for `O=C(CCN1CCN2CCCC2C1)N1c2ccccc2Sc2ccc(Cl)cc21` (stereo not drawn)?
ERp5 block: 2; CFTR F508del cor: -3.0; ARNT-TACC3 inh: 0; EWS-Fli block: 16; PAX8 reporter: 1; GSIS activator: 9; XiGFP reactiv: 0.0; DENV2 CPE: 3

What do the screens show for `Oc1c(C=Nc2ccccc2Cl)[nH]c2ccccc12`?
ERp5 block: 1; CFTR F508del cor: 0.8; ARNT-TACC3 inh: 0; EWS-Fli block: -30; PAX8 reporter: -106; GSIS activator: 33; XiGFP reactiv: 0.0; DENV2 CPE: 8

Screens deposited in PubChem BioAssay by Broad Institute.
